# Compound activity: PubChem BioAssay, National Center for Advancing Translational Sciences (NCATS)
# TRHR enhancer – allosteric enhancers of human TRH receptor | P34981 | TRHR cells, fluo-8 calcium fluorescence, EC20 TRH enhancement | enhancement, % at 2 µM | hit rate 0.66% among 360,000 | AID 493056; in the data active means enhancement above about 30%; further: 0% is about no effect
#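 TRHR-expressing cells loaded with fluo-8 calcium dye were read kinetically (ex 480/em 530) during compound addition, then stimulated with an EC20 of TRH (10 nM final). Enhancement of the Gq-mediated intracellular calcium response was scored.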
# D1 antag – human D1 dopamine receptor antagonism | P21728 | hit rate 3.2% among 360,000 | HEK293 TREx D1 cells, calcium flux, dopamine EC80; hits give low values | AID 504652 | activity change, negative = inhibition, % at 10 µM; in the data active means activity change below about -30%; further: on the % scale 0 is the no-effect control and ±100 the full control effect
#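 Using tetracycline-induced force-coupled D1 Hek293 cells and a calcium dye, signals were followed for 180 s after compound, then for 180 s after EC80 dopamine, to detect inhibitors.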
# D1 ag – agonists of human D1 dopamine receptor. P21728. hit rate 1% among 360,000. HEK293 T-REx D1 cells, calcium flux, agonist mode. AID 504660. activation, % at 2 µM; in the data active means activation above about 30%; further: 0% is about no effect
#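 Agonism was scored from calcium flux recorded over 180 s (1 read/s) after pintool compound addition, following a 10-cycle baseline. Cells were inducible force-coupled HEK293 TREx D1, plated overnight at 30 C and loaded with no-wash calcium dye.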
# Anesthetic bind – binds horse apoferritin like a general anesthetic; P02791; apoferritin/1-aminoanthracene competitive binding, fluorescence; Potency, µM (doses to about 77.5 µM), for the others: at the top dose activity change, negative = displacement, most hits filed as inhibitors; hit rate 0.074% among 350,000; AID 485281; further: potency means the concentration at half of the fitted maximal effect; on the % scale 0 is the no-effect control and ±100 the full control effect; nearly all actives have a fitted effect of over 20% in size
# Target sequence (P02791 2-175 limits assumed): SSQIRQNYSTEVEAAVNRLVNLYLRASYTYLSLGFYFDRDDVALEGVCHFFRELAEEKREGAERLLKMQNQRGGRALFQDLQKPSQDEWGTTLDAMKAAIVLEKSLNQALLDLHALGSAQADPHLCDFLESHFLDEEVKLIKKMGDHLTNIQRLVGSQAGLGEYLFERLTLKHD
#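 Horse-spleen apoferritin (10 uM) was mixed with 50% saturated 1-aminoanthracene in PBS, exposed to compounds for 10 min at room temperature, and read for fluorescence (ex 380 nm, em 535 nm). Competitive displacement was fitted with a four-parameter Hill equation.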
# D1 potentiator – human D1 dopamine receptor positive modulation; P21728; HEK293 TREx D1 cells, calcium flux, dopamine EC20 potentiation; potentiation, % at 10 µM; hit rate 0.036% among 360,000; in the data active means potentiation above about 30%; further: 0% is about no effect
# RXFP1 antag – blocks the human relaxin receptor RXFP1; HEK293-RXFP1, relaxin-stimulated cAMP HTRF, 30 min; hits give low values; Q9HBX9; hit rate 0.59% among 350,000; activity change, negative = inhibition, % at 57.5 µM; AID 1259400;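 active means activity change of -60% or lower, but not beyond a set lower limit; inconclusive means change between -60% and -40%, or beyond the set limit; inactive means change above -40%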; further: on the % scale 0 is the no-effect control and ±100 the full control effect
# Target sequence (Q9HBX9 whole entry, looked up): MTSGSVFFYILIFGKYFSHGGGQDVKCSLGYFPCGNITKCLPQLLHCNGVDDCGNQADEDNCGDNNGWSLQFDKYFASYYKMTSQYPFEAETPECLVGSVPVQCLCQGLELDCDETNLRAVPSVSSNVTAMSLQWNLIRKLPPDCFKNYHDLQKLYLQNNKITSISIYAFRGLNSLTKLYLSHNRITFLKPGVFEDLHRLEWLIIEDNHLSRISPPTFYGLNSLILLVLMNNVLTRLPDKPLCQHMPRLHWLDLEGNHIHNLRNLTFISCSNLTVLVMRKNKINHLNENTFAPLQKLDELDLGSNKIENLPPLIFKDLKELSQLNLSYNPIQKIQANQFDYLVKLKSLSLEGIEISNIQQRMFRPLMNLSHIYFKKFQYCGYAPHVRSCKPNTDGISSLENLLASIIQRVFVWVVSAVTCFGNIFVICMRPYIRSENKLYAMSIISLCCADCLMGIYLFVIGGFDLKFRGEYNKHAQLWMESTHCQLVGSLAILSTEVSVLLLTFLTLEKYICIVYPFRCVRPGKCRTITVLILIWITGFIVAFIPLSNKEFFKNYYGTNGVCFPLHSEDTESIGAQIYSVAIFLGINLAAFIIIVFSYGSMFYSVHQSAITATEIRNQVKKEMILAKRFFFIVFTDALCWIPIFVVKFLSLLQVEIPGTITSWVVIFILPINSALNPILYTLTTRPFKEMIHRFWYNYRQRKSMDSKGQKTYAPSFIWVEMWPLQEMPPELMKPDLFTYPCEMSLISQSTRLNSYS
# TRHR ag – agonists of human TRH receptor; hit rate 0.18% among 360,000; AID 493084; activation, % at 2 µM; P34981; TRHR cells, calcium flux fluo-8, FDSS agonist mode; in the data active means activation above about 30%; further: 0% is about no effect
#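 TRHR-expressing cells, plated overnight in medium with 10% serum, were loaded with fluo-8 calcium dye at room temperature. After a 10 s baseline, library compound was pin-added and calcium release was recorded kinetically (ex 480/em 530) as agonist response.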
# D2 PAM – positively modulates the human D2 dopamine receptor allosterically. HEK293 T-REx D2, calcium flux, EC20 dopamine potentiation. potentiation, % at 10 µM. AID 485347. hit rate 0.34% among 340,000;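 active means potentiation over 3 SD above the plate norm, cut at about 30% in these data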; further: 0% is about no effect
#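 Potentiation of an EC20 dopamine calcium response measured kinetically over 180 s, after a preceding 180 s compound-only read flagging agonists. Cells: inducible Hek293 Trex D2 line, 4000/well, cultured overnight at 30 C before dye loading.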
# RXFP1 ag – RXFP1 (human) receptor agonism | Q9HBX9 | HEK293T-RXFP1 cAMP TR-FRET, 30 min; response scale: percent of porcine relaxin response, buffer zero | Potency, µM (doses to about 57.5 µM), without a hit: at the top dose activation, hits mostly activators | hit rate 0.3% among 370,000 | AID 2676; further: potency means the concentration at half of the fitted maximal effect; on the % scale 0 is the no-effect control and ±100 the full control effect; nearly all actives have a fitted effect of over 60% in size; many of its hits are not listed in these tables
#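 HEK293T cells stably expressing RXFP1 were pretreated with the PDE4 inhibitor Ro 20174, exposed to compounds for 30 min at 37C, lysed, and cAMP was read by TR-FRET. Data normalized to buffer (basal) and 29 nM porcine relaxin (100%).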
# Starred values were filed as active, the others as inactive; ? = inconclusive; · = no result given; & = joins results of further samples; ! = a repeat was not active. Unless noted, the call rests on the fitted dose curve; in most records, active means well fitted curve in the direction sought with a large enough effect; inconclusive means small, poorly fitted or top-dose-only effect, or another doubt; inactive means no such curve, though single readings can be large; an effect the other way counts as inactive or inconclusive. This is a subset (hit frequency here may not be typical).
SMILES,TRHR enhancer,D1 antag,D1 ag,Anesthetic bind,D1 potentiator,RXFP1 antag,TRHR ag,D2 PAM,RXFP1 ag
CC(CN(C)Cc1ccccc1)OC(=O)c1ccc2c(c1)OCCO2 (stereo unspecified),-2,-1,2,-16%,1,-5,0.2,-14,1.5%
COc1ccc(Br)cc1CNC(=O)c1cc(=O)[nH]c2ccc(S(=O)(=O)N3CCCCC3)cc12,9,-11,-3,5%,0,-4,0.5,-14,-1.3%
FC(F)(F)c1cccc(N2CCc3cn[nH]c32)c1,-1,-8,-4,-2%,4,4,0.6,-3,1.1%
O=C(C1CCN(S(=O)(=O)c2cccs2)CC1)N1CCN(c2cccc(Cl)c2)CC1,-5,-1,5,-2%,-1,·,-0.9,2,-1.9%
O=C(CN(C(=O)c1ccc(Cl)cc1)C1CCCCC1)Nc1ccc(Cl)c([N+](=O)[O-])c1,2,10,1,-9%,0,-15,0.1,8,-0.3%
COc1ccc(C2=NC(CO)(CO)CO2)cc1,0,10,1,-9%,3,-6,0.4,0,-0.1%
O=C(Cn1c(-c2ccco2)nc2ccccc21)N1CCCCC1,0,23,3,-7%,1,4,-0.9,8,-1.2%
CC1CCCCN1CCn1c(=S)[nH]c2cc3c(cc2c1=O)OCO3 (stereo unspecified),3,-10,0,-4%,-6,-23,-0.6,·,0.5%
CCN(c1ccccc1)S(=O)(=O)c1ccc(C(=O)Nc2ccccn2)cc1,4,-14,18,·,-9,-18,-0.2,14,0.0%
CC(=O)N1CCN(CC(=O)Nc2ccccc2C(=O)NCc2ccc(C)cc2)CC1,7,4,2,-4%,-3,-2,0.3,10,1.3%
CCN(CC)C(=O)c1sc(NC(=O)C(C)Sc2nc(-c3ccccc3)cc(C(F)(F)F)n2)c(C(=O)OC)c1C (stereo unspecified),15,9,2,?,-1,-27,1.0,-2,0.8%
Cc1cc(C(=O)O)ccc1-n1c(C)cc(C=C2C(=O)c3ccccc3C2=O)c1C,0,0,3,-11%,2,-4,5.7,6,0.3%
CCNC(=O)C(=O)N/N=C/c1cc([N+](=O)[O-])ccc1O,-3,14,3,-7%,-7,-10,2.1,5,-0.4%
CCc1ccc2nc(SCC(=O)N(CC)CC)c(C#N)cc2c1,2,-46*,1,-8%,-8,-1,-0.1,1,3.2%
Cc1ccc(C(=O)NCC(=O)OCc2c(F)cccc2Cl)cc1,10,4,4,·,-3,-18,-0.3,3,2.8%

# Limited to D1 ag, for some of the entries so far:
SMILES | D1 ag
CCN(CC)C(=O)c1sc(NC(=O)C(C)Sc2nc(-c3ccccc3)cc(C(F)(F)F)n2)c(C(=O)OC)c1C (stereo unspecified) | 2
O=C(Cn1c(-c2ccco2)nc2ccccc21)N1CCCCC1 | 3
COc1ccc(Br)cc1CNC(=O)c1cc(=O)[nH]c2ccc(S(=O)(=O)N3CCCCC3)cc12 | -3

# Next section.
SMILES,TRHR enhancer,D1 antag,D1 ag,Anesthetic bind,D1 potentiator,RXFP1 antag,TRHR ag,D2 PAM,RXFP1 ag
O=C(O)CCc1ccc(S(=O)(=O)N2CCOCC2)cc1,-3,5,-1,-2%,-4,5,-0.2,10,2.0%
O=C(c1ccc(COc2ccc(Cl)cc2Cl)o1)N1CCCC1,-2,1,3,-15%,-2,?,-0.8,10,-1.6%
Cc1ccc(CSc2oc(-c3ccco3)nc2S(=O)(=O)c2ccc(C)cc2)cc1,0,-8,12,-6%,1,-14,1.2,-3,-0.4%
CC(C)COP(=O)(OCC(C)C)C(O)c1ccc(N(C)C)cc1 (stereo unspecified),-6,-8,2,-3%,0,-9,0.3,4,-2.9%
CC1(C)Cc2c(c(N3CCCC3)nc3sc4c(N5CCN(CCO)CC5)ncnc4c23)CO1,4,12,-1,?,3,-9,-0.5,2,3.8%
CN(C)Cc1ccccc1C(O)(c1ccccc1)c1ccccc1,9,-11,10,-4%,1,-35,0.6,7,0.1%
CCN1CCN(Cc2ccc(NC(=O)Nc3ccccc3OC)cc2)CC1,-6,-2,-3,7%,-7,·,0.2,2,0.0%
CC1(C)CC(=O)c2cnc(NCc3ccco3)nc2C1,6,1,-4,-9%,1,-11,-0.4,8,1.8%
COc1ccc(OCC(=O)N/N=C(\C)c2ccc(-n3ccnc3)cc2)cc1,-5,-9,4,-16%,3,-3,-0.5,8,-2.2%
CN(C(=O)CN(c1ccccc1)S(=O)(=O)c1ccc(F)cc1)C1CCS(=O)(=O)C1 (stereo unspecified),0,-10,1,-8%,0,3,0.0,-6,0.8%
Cc1nc2cc(C(=O)OCC(=O)Nc3ccc(C#N)cc3)ccc2n1-c1ccccc1,4,-5,9,?,-7,7,-1.1,-4,1.7%
Cn1cccc1CC(=O)NNC(=O)Nc1ccccc1F,1,9,1,·,-1,-1,0.5,-4,-1.5%
CCS(=O)(=O)N1CCC(C(=O)Oc2ccc(C)c(C)c2)CC1,-2,3,-3,-4%,-7,3,-0.1,0,0.1%
CCOC(=O)c1sc(NC(=O)/C=C/c2ccc(F)cc2)nc1C,5,-14,1,-4%,4,-6,-1.3,26,0.0%
O=C(c1ccccc1)c1ccccn1,-7,23,1,-5%,-1,-5,1.1,·,-1.1%
CCOC(=O)c1cnc2nc(N3CCOCC3)nn2c1N,-6,6,1,-2%,-1,-14,0.3,3,-0.7%
CC(OC(=O)c1cccnc1)C(=O)NCc1ccc2c(c1)OCO2 (stereo unspecified),5,1,2,-5%,-4,2,0.3,-4,0.1%
COc1ccc(-n2c(SCC(=O)/C(C#N)=C(\C)N)nc3ccccc3c2=O)cc1OC,13,2,0,-6%,-4,-2,0.1,8,6.0%
Cc1cc(C)cc(NC(=O)Cn2c(C(F)(F)F)nc3ccccc32)c1,-6,-24,13,0%,-3,·,0.5,-9,-4.9%
CC1CC(=O)Nc2ccccc2N1S(=O)(=O)c1ccc(C#N)cc1 (stereo unspecified),1,15,2,5%,-3,4,-0.2,-14,0.2%
C#CC(C)(CC)NC(=O)c1cc2cccc(CC=C)c2oc1=O (stereo unspecified),3,-22,3,-22%,6,9,0.8,-8,-1.3%
Cc1ccc(NC(=O)CCC(=O)NNS(=O)(=O)c2ccccc2)c(C)c1,-11,33,0,?,-10,9,-0.4,-3,2.1%
CCCCC1CC(CSC(=N)N)OC1=O (stereo unspecified),3,-17,2,-9%,-4,2,-0.6,0,3.2%
Cc1ccc(-c2cc(-c3ccc(C)o3)nc(N)c2C#N)cc1,-5,1,0,4%,3,-18,0.0,-3,4.4%
Cc1cc(C(=O)NCC(=O)OCC(=O)N2CCCCCC2)ccc1[N+](=O)[O-],-5,-6,-1,-16%,-3,-3,0.5,3,0.3%
Cc1ccc(S(=O)(=O)N(C)C)cc1NC(=O)C(C)OC(=O)/C=C/c1cccs1 (stereo unspecified),-7,1,2,-9%,-3,-15,-1.2,-6,-2.3%
CCC(Sc1nc2ccncc2[nH]1)C(=O)Nc1ccc(C)c(Cl)c1 (stereo unspecified),2,11,19,?,-3,·,-1.4,7,-0.6%
O=C(Nc1ccc(NC(=O)N2CCN(c3ccccc3O)CC2)cc1)N1CCN(c2ccccc2O)CC1,1,-3,6,4%,2,-17,-0.2,10,3.7%
CCCc1cc(=O)[nH]c(SCC(=O)N(CCOC)c2c(N)n(Cc3ccccc3)c(=O)[nH]c2=O)n1,-4,13,2,·,2,-3,0.1,8,1.4%
Cc1cc2[nH]c(=O)c(=O)[nH]c2cc1S(=O)(=O)Nc1cccc(C(F)(F)F)c1,-6,-7,2,-10%,3,11,0.9,4,3.8%

# Printed as active in D1 antag, of those listed so far:
Compound	TRHR enhancer	D1 antag	D1 ag	Anesthetic bind	D1 potentiator	RXFP1 antag	TRHR ag	D2 PAM
CCc1ccc2nc(SCC(=O)N(CC)CC)c(C#N)cc2c1	2	-46*	1	-8%	-8	-1	-0.1	1

# Continued:
SMILES,TRHR enhancer,D1 antag,D1 ag,Anesthetic bind,D1 potentiator,RXFP1 antag,TRHR ag,D2 PAM,RXFP1 ag
Cc1ccc(-c2nc3ccc(Cl)cc3n2OC(C)C(=O)O)cc1 (stereo unspecified),-1,0,2,-3%,4,0,0.1,-8,4.4%
Cc1ccnc2c1NC(=O)c1cccnc1N2C1CC1,2&-2,-11&14,2&0,-8%&2%,-4&-2,12,-0.4&-0.7,9&4,1.1%&-2.3%
N#Cc1ccc(-c2csc(NC3=NCCCCC3)n2)cc1,-2,1,0,3%,-5,-20,-0.2,8,1.7%
CCOC(=O)c1c(C)[nH]c(C)c1S(=O)(=O)N(C)CC(=O)NCc1cccc(Br)c1,-5&0,-36*!,1&3,7%&-5%,-2&1,5&1,-0.3&0.3,-1&-7,-0.7%&-2.1%
COC(=O)Nc1ccc(SCC(=O)c2ccccc2)cc1,-5,-2,2,?,-5,-14,-1.0,-8,0.3%
CCc1ccc(CCC(=O)Nc2nccs2)o1,1,9,0,-17%,-5,9,0.0,-1,1.8%
COc1ccc(N(C)S(=O)(=O)c2cccc(C(=O)Nc3nnc(C)s3)c2)cc1,-5,-9,7,·,·,-6,-0.2,-9,-0.5%
COc1cccc(N2CC(O)Cn3c2nc2c3c(=O)[nH]c(=O)n2C)c1 (stereo unspecified),1,12,0,-2%,-7,0,-0.3,3,3.1%
O=[N+]([O-])c1ccc2nc(NCCCO)nc(-c3ccccc3)c2c1,0,-14,7,-6%,-13,-3,2.5,12,1.3%
O=C(COC(=O)c1ccco1)NC1CCCCC1,-1,-1,3,?,-4,-3,-0.4,2,0.9%
COC(=O)c1ccc(N=NN2CCCCC2)cc1,-11,-4,2,-23%,0,0,-1.4,11,-0.7%
COCCNC(=O)c1cccc(OC2CCN(Cc3ccccc3OCCO)CC2)c1,0,-26,2,2%,-2,4,-0.3,2,-1.0%
Cc1c(N2C(=O)c3cccc4cccc(c34)C2=O)cnn1C,3,4,1,-4%,-10,10,-0.1,1,4.9%
O=C(CC1OCC2CCCN2C1=O)Nc1ccc([N+](=O)[O-])cc1 (stereo unspecified),-3,-15,3,3%,-4,-4,0.8,0,1.8%
CCc1cc2c(=O)c(-c3nc(C)cs3)c(CCCC(=O)O)oc2cc1O,-9,3,1,0%,-2,-21,-0.7,-5,1.0%
O=C(O)COc1ccccc1/C=N/NC(=O)Cc1ccccc1,3,6,1,-9%,-2,-1,0.6,·,1.2%
O=C(N/N=C1/CC2CCC1C2)c1cc2ccccc2cc1O (stereo unspecified),-4,-1,4,-10%,2,-5,2.0,·,-2.3%
COC(=O)C(C)NC(=O)c1ccc(C(C)(C)C)cc1 (stereo unspecified),-5,-3,1,-14%,1,24,0.1,-5,0.4%
